Screening data from PubChem BioAssay.
M. tuberculosis HTS – M. tuberculosis growth inhibition, HTS (AID 449762) | M. tuberculosis H37Rv growth inhibition, 7H9 media; higher % means a stronger effect | inhibition, % at 25 µM; hits with a dose series show IC50 in µM | 330,000 tested, 0.59% active; in the data active means a potency from the dose series; inconclusive means inhibition above about 70% without an active follow-up result;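 further: bacterial growth assessed after seven days of incubation; strong numbers were not always called active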
influenza NS1A – H1N1 influenza NS1A inhibitors, functional cell based assay (AID 504329); NS1A functional cell-based assay, percent inhibition; higher % means a stronger effect; inhibition, % at 12.5 µM; hits with a dose series show IC50 in µM; 340,000 tested, 0.3% active; in the data active means a potency from the dose series; inconclusive means inhibition above about 27% without an active follow-up result; further: strong numbers were not always called active
tuberculosis growth – growth inhibition of non-replicating M. tuberculosis (AID 488890). Mycobacterium tuberculosis non-replicating, growth inhibition; higher % means a stronger effect. inhibition, % at 25 µM; hits with a dose series show IC50 in µM. 320,000 tested, 0.39% active; in the data active means a potency from the dose series; inconclusive means inhibition mostly from about 82% at the one dose, without a potency; inactive means the rest, 99 in 100 with inhibition below about 76%;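 further: plate controls were DMSO cells for no effect and high antibiotic wells for full effect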
Salmonella PhoP GFP – PhoP regulon inhibitors, Salmonella typhi PhoP promoter GFP reporter, confirmatory (AID 1850). Salmonella Typhi PhoP-promoter GFP reporter, fluorescence, 4 h; higher % means a stronger effect. inhibition, % at 50 µM; hits with a dose series show IC50 in µM. 310,000 tested, 0.33% active; in the data active means a potency from the dose series; inconclusive means inhibition mostly from about 25% at the one dose, without a potency; inactive means the rest, 99 in 100 with inhibition below about 19%;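 further: 0% = induced wells with vehicle and 100% = uninduced wells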
inhibitors of VEEV – inhibitors of VEEV TC-83 cytopathic effect, confirmation, Vero cells (AID 588727); Vero cells, VEEV TC-83 cytopathic effect inhibition; higher % means a stronger effect; one-dose inhibition, % at 20 µM; IC50 in µM for titrated hits; 350,000 tested, 0.13% active; in the data active means a potency from the dose series; inconclusive means inhibition mostly from about 14% at the one dose, without a potency; inactive means the rest, 99 in 100 with inhibition below about 12%; further: strong numbers were not always called active
inhibitors of VEEV 10K pilot screen – second read-out of inhibitors of VEEV, no call of its own (marks repeat the call); inhibition, %; measured here: 10K pilot screen inhibition
The depositor's hits bear a star; i = inactive; ? = inconclusive; / = not tested or not shown.

SMILES | M. tuberculosis HTS | influenza NS1A | tuberculosis growth | Salmonella PhoP GFP | inhibitors of VEEV | others
CC1CC(C)(C)NC(=S)N1CCCC(=O)NCCc1ccc(Cl)cc1 (stereo not drawn) | -1% | -2% | -12% | -5% | 0.2%
CCCC(=O)NC(c1ccc(OC)cc1)c1ccc2cccnc2c1O (stereo not drawn) | -1% | 17% | -8% | 0% | 7.8%
CC(C)N(C(=O)[C@H]1C[C@H](CC(=O)NCCCN(C)C)C(=O)N2CCc3c([nH]c4cc(CCC(=O)N(C)C)ccc34)[C@]12C)C(C)C | / | 2% | / | / | i
O=C(CN1C(=O)NC2(CCCC2)C1=O)OCc1ccc(F)cc1 | -1% | -15% | -11% | 5% | 0.4%
O=C(NC1CCCCC1)N(CCO)Cc1cc2cc3c(cc2[nH]c1=O)OCCO3 | -2% | -4% | -1% | 1% | 3.2%
COc1ccc(-c2nnn(CC(=O)N(CC(=O)NC3CCCC3)Cc3ccco3)n2)cc1OC | 6% | 9% | 11% | -9% | 3.5%
O=C(/C=C/c1ccco1)NC(=S)Nc1cccc(C(=O)O)c1 | -1% | -5% | -21% | -10% | 0.9%
COc1ccc(N2CCN(C(=O)COC(=O)[C@@H](NC(=O)c3c(F)cccc3F)C(C)C)CC2)cc1 | / | -22% | / | / | 0.6%
Cn1c(=O)n(CC(=O)O)c(=O)c2c1nc1n2CCCN1Cc1ccccc1 | -20% | -8% | -9% | -3% | 0.8%
Cc1cccc(NS(=O)(=O)c2cccc(C(=O)N3CCCC3)c2)c1 | 2% | 9% | 1% | -6% | i
COc1ccccc1NC(=O)Nc1ccc(F)c(F)c1 | 0% | 6% | 9% | -5% | 1.3%
O=[N+]([O-])c1ccc(CCNc2cccc3ccccc23)c([N+](=O)[O-])c1 | 5% | 1% | 54% | 1% | 0.4%
Cc1ccc(-n2ccnc(SCC(=O)NC3CCCCC3)c2=O)cc1F | 0% | -4% | 3% | 7% | 2.2%
CCN(CC)S(=O)(=O)c1ccc(NC(=O)Nc2cccc(C(F)(F)F)c2)cc1 | -11% | -76% | 34% | -13% | 1.0%
CC(C)=CC(=O)Nc1nnc(-c2ccccc2C)s1 | 2% | -9% | -5% | -1% | 3.0%
O=c1[nH]c(C2CCN(S(=O)(=O)/C=C/c3ccccc3)CC2)nc2c1nnn2Cc1ccc(F)cc1 | ? | 6% | 37% | 6% | 1.5%
O=C(NC1CCSC1)c1cccc(Cl)c1 (stereo not drawn) | 4% | 1% | -4% | -20% | i
COc1ccc(Br)cc1CN1CCN(CCO)CC1 | -1% | 24% | -4% | 6% | i
CC(C)CNC(=O)c1cccc(NC(=O)COc2cccc([N+](=O)[O-])c2)c1 | 9% | -19% | 16% | -13% | 3.9%
CCOC(=O)c1sc2nc(C)c3c(c2c1N)CC(C)(C)OC3 | 0% | -3% | -15% | 9% | 2.0%
COc1cccc2c(SCC(=O)N/N=C/c3ccc(O)c(O)c3)cc(C)nc12 | 7% | / | -5% | -8% | 0.9%
CCCN(CCC)CCCNC(=O)Cn1cnc2sc(C)c(S(=O)(=O)N3CCC(C)CC3)c2c1=O | 1% | -7% | -1% | -2% | i
c1ccc(CSc2nnc3ccc(-c4ccncc4)nn23)cc1 | 1% | -2% | 4% | 2% | 0.2%
Cc1cccc(OCCOC(=O)Nc2ccccc2)c1 | -1% | -10% | 58% | 2% | 4.1%
O=C(NCc1ccccc1)c1ccc(CN(c2ccccn2)S(=O)(=O)c2ccccc2)cc1 | 1% | -1% | 16% | -11% | 4.7%
Cc1ccc(S(=O)(=O)N(C)C)cc1NC(=S)NNC(=O)C(N)=O | -1% | / | 0% | -3% | 0.7%
COc1ccc(CN2C(=O)CC(=O)NC2=O)cc1 | 3% | 6% | 7% | -2% | 1.2%
CCn1ccnc1CN1CCc2c([nH]c3ccccc23)C1CC(C)C (stereo not drawn) | 7% | -6% | 53% | -19% | 1.4%
COc1ccccc1C(=O)NC(CCSC)C(=O)NNC(=O)c1ccccc1C (stereo not drawn) | -6% | 8% | -10% | -3% | 0.5%
CCC(=O)c1c[nH]c(C(=O)NCc2ccco2)c1 | -5% | 2% | 4% | -2% | 7.0%
CCNc1nc(Cl)nc(-c2cn(-c3ccccc3)c3ccccc23)n1 | 6% | -11% | -24% | -17% | i
O=C(CCCCN1CCCCC1)c1ccccc1 | -3% | -7% | / | 5% | 6.8%
CC1CCN(CCNC(=S)Nc2ccc(Cl)cc2)CC1 | -7% | -12% | 16% | -2% | 0.8%
CSc1ncc(Cl)c(C(=O)Nc2c(C)cccc2C)n1 | 3% | 17% | -10% | -1% | i
COCC(=O)NC1CCN(C(=O)NCc2ccccc2)CC1 | 6% | -14% | 3% | -20% | i
O=C(CN1CCCCC1)NNc1nc(-c2ccccc2)c2cc(Cl)ccc2n1 | 2% | -18% | ? | 0% | i

An excerpt from above in order of formula weight, low to high:
SMILES | M. tuberculosis HTS | influenza NS1A | tuberculosis growth | Salmonella PhoP GFP | inhibitors of VEEV | others
O=C(CCCCN1CCCCC1)c1ccccc1 | -3% | -7% | / | 5% | 6.8%
CCC(=O)c1c[nH]c(C(=O)NCc2ccco2)c1 | -5% | 2% | 4% | -2% | 7.0%
COc1ccc(CN2C(=O)CC(=O)NC2=O)cc1 | 3% | 6% | 7% | -2% | 1.2%
Cc1cccc(OCCOC(=O)Nc2ccccc2)c1 | -1% | -10% | 58% | 2% | 4.1%
COCC(=O)NC1CCN(C(=O)NCc2ccccc2)CC1 | 6% | -14% | 3% | -20% | i
CSc1ncc(Cl)c(C(=O)Nc2c(C)cccc2C)n1 | 3% | 17% | -10% | -1% | i
CC1CCN(CCNC(=S)Nc2ccc(Cl)cc2)CC1 | -7% | -12% | 16% | -2% | 0.8%
c1ccc(CSc2nnc3ccc(-c4ccncc4)nn23)cc1 | 1% | -2% | 4% | 2% | 0.2%
CCOC(=O)c1sc2nc(C)c3c(c2c1N)CC(C)(C)OC3 | 0% | -3% | -15% | 9% | 2.0%
Cc1ccc(S(=O)(=O)N(C)C)cc1NC(=S)NNC(=O)C(N)=O | -1% | / | 0% | -3% | 0.7%
O=C(CN1CCCCC1)NNc1nc(-c2ccccc2)c2cc(Cl)ccc2n1 | 2% | -18% | ? | 0% | i
COc1cccc2c(SCC(=O)N/N=C/c3ccc(O)c(O)c3)cc(C)nc12 | 7% | / | -5% | -8% | 0.9%
COc1ccccc1C(=O)NC(CCSC)C(=O)NNC(=O)c1ccccc1C (stereo not drawn) | -6% | 8% | -10% | -3% | 0.5%
O=C(NCc1ccccc1)c1ccc(CN(c2ccccn2)S(=O)(=O)c2ccccc2)cc1 | 1% | -1% | 16% | -11% | 4.7%

Continued.
SMILES | M. tuberculosis HTS | influenza NS1A | tuberculosis growth | Salmonella PhoP GFP | inhibitors of VEEV | others
Cc1cc(/C=N/Nc2nc(N)ncc2[N+](=O)[O-])c(C)n1-c1cccc(C(F)(F)F)c1 | 0% | / | 11% | 17% | /
N#Cc1cnc2cc(-c3ccccc3)nn2c1N | 3% | / | -2% | 2% | 0.9%
O=C(Nc1ccc2nc(C3CC3)n(Cc3ccccc3)c(=O)c2c1)C1CC1 | -1% | -8% | -2% | 9% | 2.3%
COc1ccc(CCCC(=O)Nc2ccc(F)cc2)cc1 | -1% | -1% | 58% | -8% | 1.1%
CCOC(=O)c1nc2c(ccc3ccccc32)cc1C | -3% | / | 11% | 0% | i
NC(=O)CNC(=O)c1cccc(Cl)c1 | -7% | -19% | -17% | 5% | 0.3%
C=C(C)c1cccc(C(C)(C)NC(=O)Nc2ccc(OC)cc2)c1 | -2% | 6% | 15% | -4% | 0.7%
CCCCn1c(O)c(C(C)=Nc2c(C)n(C)n(-c3ccccc3)c2=O)c(=O)[nH]c1=O | -4% | 18% | -3% | 2% | 3.0% | inhibitors of VEEV 10K pilot screen=0.0
O=C(CCN1C(=O)c2ccccc2S1(=O)=O)N1CCN(c2cccc(Cl)c2)CC1 | 7% | 0% | 21% | 0% | 2.4%
CC1=C(C(=O)OCc2ccccc2)C(c2ccccc2)NC(=O)N1 (stereo not drawn) | 8% | 1% | 10% | 4% | 0.1%
Nn1c(SCC(=O)Nc2ccccc2F)nnc1-c1cccs1 | -4% | -7% | 3% | 9% | 4.7%
COc1ccc(N2CCN(C(=O)CSc3ncn[nH]3)CC2)cc1 | -2% | -2% | -12% | -2% | 0.5%
COCc1nnc(NC(=O)CS(=O)(=O)c2ccc(C)cc2)s1 | 0% | 7% | -3% | 1% | 0.5%
Cc1ccccc1C(=O)NC(CC(C)C)C(=O)Nc1ccc(F)c([N+](=O)[O-])c1 (stereo not drawn) | -4% | 15% | -9% | -2% | i
COc1ccccc1NC(=O)C(O)C(O)C(=O)Nc1ccccc1OC (stereo not drawn) | 13% | -11% | 2% | -10% | 7.6%
CCc1nn2c(NCCOC)cc(C)nc2c1-c1ccc(F)cc1 | -3% | 6% | 15% | -10% | 0.8%
COc1ccccc1OCCNC(=O)CNC(=O)c1ccc(Cl)c(Cl)c1 | 5% | -4% | 5% | 1% | 2.6%
COc1cccc(CN2CCN(Cc3ccc4cccc(F)c4n3)CC2CCO)c1 (stereo not drawn) | 5% | 0% | -5% | -2% | 0.3%
O=C(CCNS(=O)(=O)c1cccs1)NCc1ccco1 | -3% | 8% | 0% | 4% | i
Nc1c(N(Cc2ccco2)C(=O)c2ccccc2F)c(=O)[nH]c(=O)n1Cc1ccccc1 | / | -11% | / | / | 9.3%
O=C1c2ccccc2S(=O)(=O)c2cc(C(=O)N3CCN(c4ccc(Cl)cn4)CC3)ccc21 | 14% | 24% | 11% | -12% | 3.9%
CC(C)(C)NC(=O)CN(Cc1ccc2c(c1)OCO2)C(=O)CCC(=O)Nc1nccs1 | -1% | -2% | -2% | 6% | 8.5%
CN(CC(=O)Nc1ccccc1-c1ccccc1)Cc1ccccc1Cl | 12% | -3% | 3% | 2% | 5.1%
COc1ccc(-c2nn(-c3ccccc3)cc2/C=C2/SC(=S)N(CCC(=O)O)C2=O)cc1 | 2% | -1% | 22% | 4% | 0.3%
Cc1cccc(C)c1NC(=O)c1sc(Cl)nc1C | 7% | -6% | 2% | -3% | 0.2%
Cc1noc(NC(=O)c2ccccc2Cl)c1C#N | 0% | -2% | 4% | -5% | 5.7%
Brc1ccc(-c2nc(-c3ccncc3)no2)cc1 | 1% | -6% | 5% | -1% | i
Cc1nnc2c(NCCC(C)C)nc3ccccc3n12 | -8% | -18% | -7% | -2% | 0.5%
COc1ccc(C(=O)N(Cc2ccccc2)c2ccc(C)cc2)cc1S(=O)(=O)N1CCOCC1 | 18% | 4% | 17% | 1% | 6.4%
COc1ccc2[nH]c(-c3cccc(F)c3)cc(=O)c2c1 | 1% | 1% | -11% | -13% | 9.4%
COC(=O)c1ccc(/C=C2/C(=O)Oc3ccccc32)cc1 | 16% | 8% | ? | 0% | 2.3%
CC(C)(C)NC[C@H](O)COc1cccc2c1CCCC2=O | 0% | -4% | -2% | -16% | 0.7%
CCn1cc(C(=O)OCC(=O)OC2CC(C)CCC2C(C)C)c(=O)c2ccc(C)nc21 (stereo not drawn) | -6% | 13% | ? | 7% | 6.1%
Cc1c(-c2cc(C(=O)O)no2)cnn1C | -7% | -4% | 3% | -10% | 1.0%
Cc1ccc(S(=O)(=O)N(C)C)cc1NC(=S)NCCCn1ccnc1 | 1% | 1% | 4% | 5% | 1.0%
Nc1ccc2nc(SCC(=O)c3ccccc3)sc2c1 | 7% | 3% | 24% | 5% | 5.2%
Nc1cc(=O)[nH]c(SCC(=O)Nc2cccc(S(=O)(=O)N3CCCCCC3)c2)n1 | -11% | -3% | 15% | / | 0.3%
c1ccc(C(c2nnnn2Cc2cccs2)N2CCN(C3CCCC3)CC2)cc1 (stereo not drawn) | -9% | -3% | -4% | -5% | 0.5%
CC1CCN(C(=O)C2CCN(S(=O)(=O)c3cc(Cl)ccc3Cl)CC2)CC1 | 3% | 10% | 16% | 2% | 1.1%
COc1nc(N(C)C)nc(N2CC(=O)N(CCNS(=O)(=O)c3ccc(C)cc3)C2=N)n1 | 3% | 5% | -2% | 4% | i
COc1ccc(OCC(=O)Nc2nc3ccc(NC(C)=O)cc3s2)cc1 | 1% | -8% | 6% | 6% | 1.4%
COc1ccc2sc(N(CCN(C)C)C(=O)/C=C/c3cccs3)nc2c1 | 4% | -15% | 19% | 11% | 3.2%
